# Screens as filed in PubChem.
# RGS12 GoLoco inh = inhibitors of human Gai1-RGS12 GoLoco interaction (red fluorophore). Potency, µM (titrated, usually from 61.6 µM), for the others: at the top dose activity, negative = inhibition, actives largely listed as inhibitors. 0.44% of 230,000 active. Gai1:RGS12 GoLoco peptide FP, rhodamine, 10 min; active = well fitted inhibition curve with a large enough effect, not every such curve was filed as active; inactive = no such curve, though single readings can be large or run the other way; also: % is scaled to controls: 0 for no effect and ±100 for the full control effect; nearly all actives have a fitted effect of over 30% in size; many of its hits are not listed in these tables
# Target sequence (P63096 whole entry, looked up): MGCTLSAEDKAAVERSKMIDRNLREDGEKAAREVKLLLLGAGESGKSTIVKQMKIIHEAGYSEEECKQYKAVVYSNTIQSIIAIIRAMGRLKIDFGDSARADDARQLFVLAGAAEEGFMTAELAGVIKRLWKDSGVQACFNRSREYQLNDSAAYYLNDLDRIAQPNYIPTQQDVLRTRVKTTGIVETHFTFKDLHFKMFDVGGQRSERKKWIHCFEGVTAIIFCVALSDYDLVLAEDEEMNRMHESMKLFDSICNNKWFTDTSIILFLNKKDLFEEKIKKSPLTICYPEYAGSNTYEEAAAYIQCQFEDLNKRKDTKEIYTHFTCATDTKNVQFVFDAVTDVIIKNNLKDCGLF
# ALDH1A1 inh = inhibitors of human aldehyde dehydrogenase 1A1 | P00352 | Purified ALDH1A1, NADH fluorescence, propionaldehyde substrate | Potency, µM (titrated, usually from 75.3 µM), for the others: top-dose activity, negative = inhibition, usual class: inhibitors | 7.3% of 220,000 active; active = well fitted inhibition curve with a large enough effect, not every such curve was filed as active; inconclusive = small, poorly fitted or top-dose-only effect, or another doubt; inactive = no such curve, though single readings can be large or run the other way;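 also: plate controls were no enzyme wells and a reference inhibitor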
# Target sequence (P00352 whole entry, looked up): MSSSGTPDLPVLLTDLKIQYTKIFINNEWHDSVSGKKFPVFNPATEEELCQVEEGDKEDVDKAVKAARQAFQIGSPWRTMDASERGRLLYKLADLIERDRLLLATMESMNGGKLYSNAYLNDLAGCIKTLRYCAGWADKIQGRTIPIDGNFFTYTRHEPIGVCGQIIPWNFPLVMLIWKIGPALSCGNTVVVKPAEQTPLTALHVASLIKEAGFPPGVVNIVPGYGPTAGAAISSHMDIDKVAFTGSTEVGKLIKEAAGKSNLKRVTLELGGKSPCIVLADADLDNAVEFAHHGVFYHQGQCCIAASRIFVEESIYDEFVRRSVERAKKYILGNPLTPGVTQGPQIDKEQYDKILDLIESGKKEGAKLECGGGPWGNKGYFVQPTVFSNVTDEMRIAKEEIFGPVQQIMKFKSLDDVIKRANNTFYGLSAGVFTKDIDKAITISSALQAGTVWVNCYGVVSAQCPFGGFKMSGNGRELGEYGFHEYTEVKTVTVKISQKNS
# SMN2 splice enh = increases expression of the SMN2 splice variant; HEK293 SMN2-luciferase splicing reporter, luminescence, 30-36 h; Potency, µM (series often up to 46.1 µM), for inactives: at the top dose activity change, positive = activation, actives largely listed as activators; 2.8% of 210,000 active; active = well fitted activation curve with a large enough effect; inconclusive = small, poorly fitted or top-dose-only effect; inactive = no such curve, though single readings can be large or run the other way; also: % of control where 0% means no effect; nearly all actives have a fitted effect of over 55% in size
#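 HEK293 cells carry an SMN2 […]–luciferase reporter in which exon 7 inclusion puts luciferase in frame. Cells were plated 10-12 h before compound addition, then incubated 30-36 h at 37C. ONE-Glo luminescence was read; sodium butyrate at 4.5 mM final served as control.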
# Active calls of the source: *; u = inconclusive; [ ] = dose if it differs, or a comment. Potency is read from the fitted curve at half-maximal effect. This is a subset; count on the stated rates, not on these rows.
RGS12 GoLoco inh	ALDH1A1 inh	SMN2 splice enh	canonical_smiles
5%[14.2 µM]	u	-20%[9.22 µM]	CN(C)c1ccccc1CN1CCCN(Cc2ccccc2N(C)C)C1c1ccncc1
8%[14.2 µM]	6%[13.5 µM]	-5%[9.22 µM]	O[C@H]([C@H](O)[C@@H](O)c1nc2ccccc2[nH]1)[C@@H](O)c1nc2ccccc2[nH]1
6%[14.2 µM]	-1%[13.5 µM]	-1%[9.22 µM]	CC1(C)[C@@H]2CC[C@]1(C)[C@@H](OC(=O)/C=C\c1ccccc1)C2
0%[14.2 µM]	22%[13.5 µM]	-4%[9.22 µM]	c1ccc([C@H](CCN2CCCC2)c2ccccn2)cc1
-20%[14.2 µM]	7%[13.5 µM]	-13%[9.22 µM]	C[N+](C)(C)/N=C\c1ccc(O)c(O)c1
0%[14.2 µM]	5%[13.5 µM]	-3%[9.22 µM]	NNC(=O)[C@@H](O)[C@H](O)[C@H](O)CO
2%[14.2 µM]	u	-4%[9.22 µM]	Clc1ccc(/C=C\c2nc(Cl)c(-c3ccc(Cl)cc3)c(Cl)n2)cc1
11%[14.2 µM]	-9%[13.5 µM]	-18%[9.22 µM]	CC1=NCC[N@@+]1(CCc1ccccc1)Cc1ccccc1
-3%[14.2 µM]	-8%[13.5 µM]	-9%[9.22 µM]	OCCn1cnc2c(SCc3ccccc3)ncnc21
-4%[14.2 µM]	5%[13.5 µM]	-20%[9.22 µM]	C[C@@]1(C(=O)O)CCC[C@@H]1C(=O)O
-4%[14.2 µM]	-2%[13.5 µM]	5%[9.22 µM]	O=C(O)[C@@H]1[C@@H]2O[C@H]([C@@H](Br)[C@H]2Br)[C@H]1C(=O)O
-3%[14.2 µM]	-12%[13.5 µM]	-13%[9.22 µM]	Nc1nc2c(ncn2[C@@H]2C=C[C@@H](CO)C2)c(=O)[nH]1
2%[14.2 µM]	15%[13.5 µM]	-7%[9.22 µM]	Cc1cc(Cl)ccc1OCC(=O)Nc1nc(N)nc(N)n1
-17%[14.2 µM]	0.089µM*	-3%[9.22 µM]	CSC1(SC2=NCCN2)SC2(NCCN2)S1
3%[14.2 µM]	2%[13.5 µM]	14%[9.22 µM]	O=C(c1nc2ccc([N+](=O)[O-])cc2[nH]c1=O)[C@@H](O)c1ccc2c(c1)OCO2
3%[14.2 µM]	-3%[13.5 µM]	9%[9.22 µM]	Nc1nc(SCc2ccccn2)c2ncn(C3CCCC3)c2n1
-2%[14.2 µM]	2%[13.5 µM]	-5%[9.22 µM]	Cn1c(=O)c2[nH]c(/N=N\N3CCN(CCO)CC3)nc2n(C)c1=O
1%[14.2 µM]	-1%[13.5 µM]	-11%[9.22 µM]	O=C(O)[C@H](C1NCCS1)N1C(=O)c2ccccc2C1=O (some centres not stated)
123%[activator][14.2 µM]	2%[13.5 µM]	-8%[9.22 µM]	COc1cc(CN2CCCCC2)cc2cc(C(=O)O)c(=O)oc12
1%[14.2 µM]	5%[13.5 µM]	-22%[9.22 µM]	CC1(C)N=C(N)N=C(N)N1c1cccc(CSc2ccccc2)c1
-4%[14.2 µM]	8%[13.5 µM]	-4%[9.22 µM]	COc1cc(C2SCCCCCCCCCCSC(c3ccc(O)c(OC)c3)SCCCCCCCCCCS2)ccc1O (configuration not stated)
-8%[14.2 µM]	5%[13.5 µM]	11%[9.22 µM]	NCCOc1ccccn1
1%[14.2 µM]	0%[13.5 µM]	-5%[9.22 µM]	c1cncc(CNCc2cccnc2)c1
4%[14.2 µM]	1.8µM*	-6%[9.22 µM]	CC1(C)[C@@H]2CC[C@]1(C)[C@@H](OC(=O)CSC#N)C2

# 3 compounds drawn at random from the list so far, as already listed:
RGS12 GoLoco inh	ALDH1A1 inh	SMN2 splice enh	canonical_smiles
-2%[14.2 µM]	2%[13.5 µM]	-5%[9.22 µM]	Cn1c(=O)c2[nH]c(/N=N\N3CCN(CCO)CC3)nc2n(C)c1=O
2%[14.2 µM]	15%[13.5 µM]	-7%[9.22 µM]	Cc1cc(Cl)ccc1OCC(=O)Nc1nc(N)nc(N)n1
1%[14.2 µM]	0%[13.5 µM]	-5%[9.22 µM]	c1cncc(CNCc2cccnc2)c1

# More compounds follow:
RGS12 GoLoco inh	ALDH1A1 inh	SMN2 splice enh	canonical_smiles
1%[14.2 µM]	23%[13.5 µM]	-2%[9.22 µM]	CCCNc1ncnc2[nH]ncc12
4%[14.2 µM]	u	2%[9.22 µM]	COc1ccc2c(c1)Cc1cc(N=[N+]([O-])c3ccc4c(c3)Cc3cc(OC)ccc3-4)ccc1-2
4%[14.2 µM]	5%[13.5 µM]	-6%[9.22 µM]	O[C@H](COc1ccccc1)CN1CCCCC1
4%[14.2 µM]	0%[13.5 µM]	-5%[9.22 µM]	O=C(O)/C(Cc1ccc([N+](=O)[O-])cc1)=N/O
5%[14.2 µM]	8%[13.5 µM]	-12%[9.22 µM]	CN(C)CCCN1CCC2(CCC(C(C)(C)C)CC2)CC1
1%[14.2 µM]	-4%[13.5 µM]	1%[9.22 µM]	CN(C)CCCN1c2ccc(O)cc2Sc2ccc(Cl)cc21
-4%[14.2 µM]	2%[13.5 µM]	-20%[9.22 µM]	N=C(N)C(N=Nc1ccccc1)C(=N)N (configuration not stated)
-1%[14.2 µM]	17%[13.5 µM]	-14%[9.22 µM]	OCCN(CCO)c1ncnc2nc[nH]c12
30%[14.2 µM]	-1%[13.5 µM]	-6%[9.22 µM]	Cc1cc2sc(C)[n+](CCCOS(=O)(=O)O)c2cc1C
1%[14.2 µM]	u	-12%[9.22 µM]	CC(C)N(CC(=O)O)CC(=O)O
3%[14.2 µM]	6%[13.5 µM]	-2%[9.22 µM]	Cc1ccc(S(=O)(=O)N[C@H](CN)C(=O)O)cc1
2%[14.2 µM]	3%[13.5 µM]	-9%[9.22 µM]	Cc1cc(C(=O)CSC(=S)SC(C)(C)C)ccc1Cl

# A second format for part of the listing above.
SMILES	RGS12 GoLoco inh	ALDH1A1 inh	SMN2 splice enh
CN(C)CCCN1CCC2(CCC(C(C)(C)C)CC2)CC1	5%[14.2 µM]	8%[13.5 µM]	-12%[9.22 µM]
CN(C)CCCN1c2ccc(O)cc2Sc2ccc(Cl)cc21	1%[14.2 µM]	-4%[13.5 µM]	1%[9.22 µM]

# The list goes on:
RGS12 GoLoco inh	ALDH1A1 inh	SMN2 splice enh	canonical_smiles
-3%[14.2 µM]	-3%[13.5 µM]	-5%[9.22 µM]	O=[N+]([O-])c1ccc2c(c1)Cc1cc(N=Cc3ccc4c(c3)OCO4)ccc1-2
-7%[14.2 µM]	-12%[13.5 µM]	0%[9.22 µM]	C[N+](C)(C)CCN[N@@+]1(C)CCCc2ccccc21
3%[14.2 µM]	1%[13.5 µM]	2%[9.22 µM]	C[C@H](CCC(=O)O)[C@H]1CC[C@]2(C)[C@@H]3C(=O)C[C@H]4C(C)(C)[C@@H](O)CC[C@]4(C)[C@H]3C(=O)C[C@@]12C
6%[14.2 µM]	11%[13.5 µM]	-17%[9.22 µM]	C[N+](C)(C)CC(=O)N/N=C\c1c(O)ccc2ccccc12
4%[14.2 µM]	13%[13.5 µM]	-12%[9.22 µM]	Cn1ccnc1C[C@@](C)(O)c1ccccc1
7%[14.2 µM]	0%[13.5 µM]	-6%[9.22 µM]	O=C(O)[C@@H](O)Cc1ccccn1
-8%[14.2 µM]	u	-18%[9.22 µM]	O=C(O)c1ccc(S(=O)(=O)N=Nc2c(O)[nH]c3ccccc23)cc1
70%[activator][14.2 µM]	3.5µM*	-4%[9.22 µM]	O=c1oc2ccccc2c(O)c1/C=N/c1nc(-c2ccc(O)c(O)c2)cs1
0%[14.2 µM]	-8%[13.5 µM]	-37%[inhibitor][9.22 µM]	C[C@H]1CCCC=CC2C[C@H](OC(=O)CN(C)C)C[C@@H]2[C@@H](O)/C=C\C(=O)O1 (some centres not stated)
5%[14.2 µM]	-12%[13.5 µM]	2%[9.22 µM]	Fc1cccc(CSc2ncnc3c2ncn3[C@H]2CCCS2)c1
-3%[14.2 µM]	-2%[13.5 µM]	1%[9.22 µM]	C=C(CC(=O)O)C(=O)O (tested in a mixture with another compound)
2%[14.2 µM]	-13%[13.5 µM]	-15%[9.22 µM]	NC1=C2NC=N[C@@H]2N(C/C=C\c2ccccc2)C=N1
5%[14.2 µM]	17%[13.5 µM]	-22%[9.22 µM]	CC(CO)(CO)Nc1ncnc2ccccc12
4%[14.2 µM]	15%[13.5 µM]	-3%[9.22 µM]	CC1(C)[C@@H]2CC[C@@]1(CS(=O)(=O)Nc1ccccc1)C(=O)C2
7%[14.2 µM]	1%[13.5 µM]	7%[9.22 µM]	CN(C)CCCn1c2c3ccccc3ccc2c2oc(=O)c3ccccc3c21
-4%[14.2 µM]	3%[13.5 µM]	-4%[9.22 µM]	N=C(c1ccc2ccccc2c1)c1ccccc1Cc1ccccc1
5%[14.2 µM]	-9%[13.5 µM]	-7%[9.22 µM]	O=[N+]([O-])c1ccc(Cl)c(CNc2ncnc3c2ncn3[C@@H]2CCCCO2)c1
6%[14.2 µM]	-3%[13.5 µM]	-2%[9.22 µM]	COc1ccc(C[C@H](O)CN2CCOCC2)cc1
4%[14.2 µM]	3%[13.5 µM]	10%[9.22 µM]	Oc1c(Br)cc(CN(Cc2cc(Br)c(O)c(Br)c2)C2CCCCC2)cc1Br
-1%[14.2 µM]	3%[13.5 µM]	-4%[9.22 µM]	Cc1ccc(C(=N)c2ccccc2Cc2cccc3ccccc23)c2ccccc12
2%[14.2 µM]	u	-9%[9.22 µM]	Cc1cc(N)c2cc(OCCOc3ccc4nc(C)cc(N)c4c3)ccc2n1
3%[14.2 µM]	0%[13.5 µM]	1%[9.22 µM]	O=NN(Cc1ccc(Cl)cc1)[C@@H](C(=O)O)c1ccccc1
1%[14.2 µM]	20%[13.5 µM]	-12%[9.22 µM]	O=C1CC[C@](CCc2nc3ccccc3[nH]2)(c2ccccc2)C(=O)N1
12%[14.2 µM]	u	-2%[9.22 µM]	O=C(O)CSc1nnc2c3ccccc3c3ccccc3c2n1
2%[14.2 µM]	19%[13.5 µM]	-4%[9.22 µM]	CN1CCN(CC(=O)Nc2cccc3ccccc23)CC1
1%[14.2 µM]	u	-14%[9.22 µM]	O=C(Nc1ccc2oc(=O)c(C(=O)O)cc2c1)Oc1ccccc1
3%[14.2 µM]	u	-9%[9.22 µM]	Cc1ccc(N[C@H](c2ccccc2)c2ccc3cccnc3c2O)cc1
3%[14.2 µM]	-8%[13.5 µM]	-4%[9.22 µM]	Sc1ccc2ccccc2c1CNCc1ccccc1
1%[14.2 µM]	3%[13.5 µM]	-8%[9.22 µM]	COc1ccc([C@H](O)c2ccccn2)cc1
5%[14.2 µM]	u	-1%[9.22 µM]	O=S1(=O)CCN(c2ccccc2CC(c2c[nH]c3ccccc23)c2c[nH]c3ccccc23)CC1
-5%[14.2 µM]	16%[13.5 µM]	-4%[9.22 µM]	C[C@@H](CCC[C@@H]1SC[C@H]2NC(=O)N[C@H]12)C(=O)O
-1%[14.2 µM]	1%[13.5 µM]	-13%[9.22 µM]	CN(C)Cc1cc(C(C)(C)C)cc(CNC2CCCCC2)c1O
-3%[14.2 µM]	-8%[13.5 µM]	3%[9.22 µM]	Nc1nc(-c2cc(-c3cccc4ccccc34)nc(N)n2)cc(-c2cccc3ccccc23)n1
-1%[14.2 µM]	-6%[13.5 µM]	6%[9.22 µM]	N[C@@](CC(=O)O)(Cc1ccccc1)C(=O)O
-1%[14.2 µM]	2%[13.5 µM]	-15%[9.22 µM]	Nc1c(S(N)(=O)=O)cc(S(N)(=O)=O)cc1S(N)(=O)=O
12%[14.2 µM]	2%[13.5 µM]	-21%[9.22 µM]	CCOc1ccc2c(ccc(/C=C\c3cc(C)c4cccnc4c3O)[n+]2C)c1
-12%[14.2 µM]	0%[13.5 µM]	-7%[9.22 µM]	S=c1nc(-c2nc(=S)[nH]c3c2CCCCCCCCCC3)c2c([nH]1)CCCCCCCCCC2
5%[14.2 µM]	5%[13.5 µM]	10%[9.22 µM]	CC(C)(C)NC[C@@H](O)c1ccc(O)c(CO)n1
2%[14.2 µM]	-1%[13.5 µM]	0%[9.22 µM]	O=C(O)c1cccc(C[C@H](Br)C(=O)O)c1
0%[14.2 µM]	2%[13.5 µM]	-4%[9.22 µM]	c1nc(NCCc2cnc[nH]2)c2[nH]cnc2n1
1%[14.2 µM]	-8%[13.5 µM]	1%[9.22 µM]	N[C@@H](Cc1[nH]nc2ccccc12)C(=O)O
0%[14.2 µM]	6%[13.5 µM]	-35%[inhibitor][9.22 µM]	Cc1ccccc1CN1C2=NCCN2C(=O)C2=C1CCN(Cc1ccccc1)C2
6%[14.2 µM]	-2%[13.5 µM]	-9%[9.22 µM]	CC(C)(N)C(=O)N[C@@H]1C(=O)N2[C@@H]1SC(C)(C)[C@H]2C(=O)O
6%[14.2 µM]	7%[13.5 µM]	-24%[9.22 µM]	C[C@H]1CN(CCO)CCN1c1ccccc1
3%[14.2 µM]	-7%[13.5 µM]	-12%[9.22 µM]	CC1(C)O[C@H]2[C@@H](c3[nH]nc4c(=O)[nH]c(=O)[nH]c34)OC[C@H]2O1
8%[14.2 µM]	6%[13.5 µM]	-3%[9.22 µM]	Cc1cccc2c1Oc1ccccc1[C@@H]2NC(=O)c1ccc([N+](=O)[O-])cc1
